PTAP TSG101 blk: blocks PTAP/TSG101 interaction to inhibit HIV-1 budding. Q99816. Fluorescence polarization, FITC-PTAP peptide / Tsg101 binding. Potency, µM (highest dose often 115 µM), for the others: at the highest dose activity change, negative = inhibition, usual class: inhibitors. 340,000 tested, under 10 active. AID 493005; active = well fitted inhibition curve with a large enough effect in the main read-out, with a control signal flat, not every such curve was filed as active; inconclusive = small, poorly fitted or top-dose-only effect, or effect the other way, or a change in a side signal; inactive = no such curve, though single readings can be large or run the other way; also: potency is read from the fitted curve at half-maximal effect; % of control where 0% means no effect
Target sequence (Q99816 whole entry, looked up): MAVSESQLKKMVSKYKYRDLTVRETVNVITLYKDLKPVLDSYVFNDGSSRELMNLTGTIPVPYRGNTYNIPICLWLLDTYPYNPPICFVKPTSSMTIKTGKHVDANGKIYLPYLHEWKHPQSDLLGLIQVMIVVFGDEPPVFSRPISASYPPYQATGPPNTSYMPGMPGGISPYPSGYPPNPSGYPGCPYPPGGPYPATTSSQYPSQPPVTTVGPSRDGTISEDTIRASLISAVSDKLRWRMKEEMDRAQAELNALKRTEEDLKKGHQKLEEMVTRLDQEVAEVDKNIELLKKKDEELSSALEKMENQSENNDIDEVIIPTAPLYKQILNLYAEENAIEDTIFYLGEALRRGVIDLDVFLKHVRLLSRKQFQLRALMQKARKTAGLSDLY
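Steps: Tsg101 binding domain dispensed (10 uM final), compounds pinned in DMSO, FITC-labeled PTAP-motif peptide added (50 nM final); after 20 min binding at room temperature, polarization measured.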
AT treatment: potential ataxia-telangiectasia treatment; […] A-T fibroblasts, KAP-1 phosphorylation AlphaLISA; neocarzinostatin DNA damage 30 min before lysis; Potency, µM (doses to about 57.5 µM), inactives show at the highest dose activation, hits mostly activators; actives 0.19% (n = 320,000); AID 485349; also: potency is read from the fitted curve at half-maximal effect; % of control where 0% means no effect; nearly all actives have a fitted effect of over 45% in size
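hTERT-immortalized A-T patient fibroblasts ([…]), 500 cells/well in OPTI-MEM, 1% FBS, got compounds for 60 min, then NCS for 30 min at 37C. Lysates were then assayed for phospho-KAP-1 by AlphaLISA (anti-pKAP1 donor, anti-KAP1 acceptor beads), 6 hr at 25C.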
CXXC DNA block: MLL CXXC-DNA interaction inhibition | Q03164 | MLL-CXXC / FITC-HOXA9 DNA fluorescence polarization | Potency, µM (titrated, usually from 115 µM), for the others: at the top dose activity change, negative = inhibition, actives largely listed as inhibitors | actives 0.037% (n = 290,000); active = well fitted inhibition curve with a large enough effect in the polarisation, with a control signal flat, not every such curve was filed as active; inconclusive = small, poorly fitted or top-dose-only effect, or effect the other way, or a change in a side signal; inactive = no such curve, though single readings can be large or run the other way; the % refers to the polarisation; also: potency is read from the fitted curve at half-maximal effect
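Fluorescence polarization: 7 uM MLL-CXXC (stock) preincubated 5 min with compounds, then 50 nM fluorescein-HOX-A9 DNA (stock) added; 30 min ambient. Buffer 50 mM Tris-HCl pH 7.5, 50 mM NaCl, 1 mM DTT, 0.05% BSA.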
Menin MLL FP TR: displaces Texas Red mutant MLL peptide from human menin | O00255 | Menin + Texas Red MLL mutant peptide, fluorescence polarization | Potency, µM (doses to about 61.6 µM), without a hit: top-dose FP activity change, negative = inhibition, usual class: inhibitors | actives 0.23% (n = 270,000); active = well fitted inhibition curve with a large enough effect in the polarisation, with a control signal flat, not every such curve was filed as active; inconclusive = small, poorly fitted or top-dose-only effect, or effect the other way, or a change in a side signal; inactive = no such curve, though single readings can be large or run the other way; the % refers to the polarisation; also: potency is read from the fitted curve at half-maximal effect; % of control where 0% means no effect; many of its hits are not listed in these tables
Target sequence (O00255 whole entry, looked up): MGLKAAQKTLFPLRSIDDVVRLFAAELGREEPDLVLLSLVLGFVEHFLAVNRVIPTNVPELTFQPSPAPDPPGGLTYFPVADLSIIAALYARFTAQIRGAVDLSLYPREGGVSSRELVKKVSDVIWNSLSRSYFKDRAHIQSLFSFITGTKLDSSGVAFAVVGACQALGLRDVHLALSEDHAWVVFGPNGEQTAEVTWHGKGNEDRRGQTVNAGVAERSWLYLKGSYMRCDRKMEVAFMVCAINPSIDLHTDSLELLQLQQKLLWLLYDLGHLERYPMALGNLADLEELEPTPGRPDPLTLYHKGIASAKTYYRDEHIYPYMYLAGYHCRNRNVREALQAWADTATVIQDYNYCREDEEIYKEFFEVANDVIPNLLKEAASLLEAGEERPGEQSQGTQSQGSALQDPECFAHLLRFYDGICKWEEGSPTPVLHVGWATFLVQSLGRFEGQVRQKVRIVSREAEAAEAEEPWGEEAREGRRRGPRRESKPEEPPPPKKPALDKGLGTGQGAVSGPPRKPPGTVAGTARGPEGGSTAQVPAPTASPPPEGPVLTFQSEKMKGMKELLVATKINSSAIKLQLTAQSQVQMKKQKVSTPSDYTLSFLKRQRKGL
TSHR antagonist: blocks TSH signaling through the human TSH receptor. P16473. TSHR-expressing cells, TSH-stimulated cAMP HTRF, 2 h; hits give low values. activity change, negative = inhibition, % at 11.5 µM. actives 0.2% (n = 330,000). AID 504810;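 active = activity change below a set negative limit, meaning inhibition stronger than a set level, cut at about -70% in these data; inconclusive = activity change between two set negative limits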; also: % is scaled to controls: 0 for no effect and ±100 for the full control effect
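Freshly harvested TSHR cells receive pin-tooled compound, then EC80 TSH at 4nM final. After 2 hours at 37 deg C, antibody in lysis buffer and cAMP-d2 are added; 30 minutes at ambient temperature precede the HTRF read.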
Mito fusion act: mitochondrial division inhibition or fusion activation | S. cerevisiae fusion-defective mutant growth rescue, CellTiterGlo 48 h | Potency, µM (doses to about 46.1 µM), for inactives: at the top dose growth rescue (activation), hits mostly activators | actives 0.23% (n = 320,000) | AID 485298;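 also: potency is read from the fitted curve at half-maximal effect; % of control where 0% means no effect; nearly all actives have a fitted effect of over 45% in size; temperature-sensitive fusion mutants such as fzo1-1 at 37 °C on non-fermentable ethanol glycerol medium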
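Yeast fusion mutant, YPEG (non-fermentable carbon), compound, 48 h at 37C non-permissive; CellTiterGlo added, 10 min RT, luminescence read. Rescued growth = division inhibition.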
a7 integrin act: activates integrin-mediated alleviation for muscular dystrophy; alpha7betagal myoblasts, beta-gal FDG fluorescence, 48 h; Potency, µM (titrated, usually from 38.3 µM), inactives show at the highest dose activation, usual class: activators; actives 0.064% (n = 350,000); AID 624291;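 also: potency is read from the fitted curve at half-maximal effect; 100% = response of the positive control SU9516; nearly all actives have a fitted effect of over 60% in size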
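Alpha7betagal+/- myoblasts (passage 13) were plated 16-24 hr, then exposed to compounds (1:260 dilution of DMSO stock) for 48 hours at 37C. After MPER lysis, β-galactosidase reporter activity was read as FDG fluorescence (ex 480/em 540) after 30 minutes.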
ASM inhibitor: blocks human secretory acid sphingomyelinase | P17405 | Potency, µM (series often up to 57.5 µM), for inactives: top-dose activity change, negative = inhibition, actives largely listed as inhibitors | actives 0.006% (n = 340,000) | placental ASM, HMU-PC fluorogenic substrate, 60 min; also: potency is read from the fitted curve at half-maximal effect
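qHTS format. ASM enzyme prepared from human placenta hydrolyses the fluorogenic substrate HMU-PC0 (9 uM final) over 60 min at 37 °C after a 10 min compound preincubation.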
TCR act: activators of T cell receptors | primary human leukocytes, anti-CD3, IL-2 HTRF, 48 h | Potency, µM (highest dose often 9.22 µM), inactives show top-dose activation of IL-2 secretion, actives largely listed as activators | 330,000 tested, under 10 active | AID 504894; also: % of control where 0% means no effect
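1) Mix primary human leukocytes, a-CD3 beads and compound. 2) Incubate 48 hr. 3) Add HTRF IL-2 reagents (a-IL-2-K, a-IL-2-d2).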
MBNL1-CUG inh: inhibitors of human MBNL1 binding to CUG repeat RNA; TR-FRET MBNL1-His/biotin-(CUG)12 binding, 665/545 ratio; Q9NR56; actives 0.036% (n = 280,000); Potency, µM (highest dose often 57.5 µM), for the others: at the highest dose activity change, negative = inhibition, actives largely listed as inhibitors; active = well fitted inhibition curve with a large enough effect in the signal ratio, with a control signal flat, not every such curve was filed as active; inconclusive = small, poorly fitted or top-dose-only effect, or effect the other way, or a change in a side signal; inactive = no such curve, though single readings can be large or run the other way; the % refers to the signal ratio; also: potency is read from the fitted curve at half-maximal effect; % is scaled to controls: 0 for no effect and ±100 for the full control effect
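Inhibition of protein-RNA binding appears as loss of TR-FRET between terbium anti-His antibody on MBNL1-His and streptavidin-XL665 on biotin-(CUG)12. Activity is normalized to buffer-only and uninhibited-complex controls.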
* hit, by the source's call; ? = inconclusive; . = not tested or not shown; [ ] = remark or other dose. Unless noted, calls follow the shape of the dose curve; as a rule, active = well fitted curve in the direction sought with a large enough effect; inconclusive = small, poorly fitted or top-dose-only effect, or another doubt; inactive = no such curve, though single readings can be large; an effect the other way counts as inactive or inconclusive. This is a subset, so the mix of outcomes need not match the whole.

SMILES	PTAP TSG101 blk	AT treatment	CXXC DNA block	Menin MLL FP TR	TSHR antagonist	Mito fusion act	a7 integrin act	ASM inhibitor	TCR act	MBNL1-CUG inh
CCCc1nc2sc3c(=O)n(N)cnc3c2c2c1COC(C)(C)C2	.	-8%	1%	-5%	-2	-9%	.	.	-1%[46.1 µM]	-1%
CN(CCCN1CCOCC1)C(=O)c1ccc2nc(Cc3cccc(Cl)c3)oc2c1	0%	-4%	1%	.	32	-2%	62%	-3%	5%	4%
Cc1cc(C)c(OCC(=O)OCC(=O)NC2CCC(C)CC2)c(C)c1 (stereo not drawn)	3%	0%	.	.	-2	0%	-1%	-3%	-1%	.
COc1ccc(CCNS(=O)(=O)CCNC(=O)c2ccc3c(c2)OCO3)cc1	0%	8%	.	.	6	-1%	-10%	0%	5%	.
Cc1ccccc1-c1nc(SCc2cccnc2)c2c(=O)n(C)c(=O)n(C)c2n1	0%	1%	14%	-12%	-4	-1%	18%	-1%	1%	5%
O=c1c(-c2ccc(O)cc2O)coc2cc(O)cc(O)c12	-2%	8%	-3%	0%	-7	-2%	-1%	-3%	-1%	8%
O=C(Nc1ccc2oc(-c3ccncc3)nc2c1)c1ccc([N+](=O)[O-])o1	-3%	16%	-8%	3%	-3	-17%	-66%[inhibitor]	-1%	3%	?
COc1ccc(-n2cnnc2SCC(=O)Nc2cc(C(C)(C)C)nn2-c2ccccc2)cc1	-5%	1%	-18%	0%	9	0%	21%	-1%	7%	2%
CCOc1ccc2[nH]cc(S(=O)(=O)c3ccc(Cl)cc3)c(=O)c2c1	-9%	0%	-2%	6%	-12	?	-4%	-1%	2%	-7%
O=C(COC(=O)c1cc(Cl)ccc1Cl)Nc1ccc2[nH]c(=O)[nH]c2c1	-3%	3%	.	.	-6	-12%	23%	28%	1%	.
O=P(O)(O)c1ccccc1OCc1ccccc1	1%	4%	4%	-9%	-3	-6%	22%	-13%	2%	7%
CCCC(=O)Nc1ccc(-c2cnc(-c3ccc(NC(=O)CCC)cc3)nc2)cc1	-1%	3%	0%	-1%	1	-1%	5%	6%	6%[46.1 µM]	-4%
CCN(CC(=O)Nc1ccccc1C(F)(F)F)C(=O)CN1C(=O)NC2(CCCCC2)C1=O	-5%	-2%	.	.	0	-4%	14%	0%	0%	.
CC(=NCCCn1ccnc1)C1=C(O)c2ccccc2C1=O	-9%	3%	3%	0%	9	0%	-14%	-2%	2%	?
CCCCCN1CC(=O)N2Cc3[nH]c4ccccc4c3C[C@H]2C1=O	-3%	-18%	-6%	6%	-1	24%	11%	-3%	-3%	0%
Cc1ccc(S(=O)(=O)N2CCCCC2c2cccnc2)c(C)c1C (stereo not drawn)	-3%	10%	-6%	.	-6	3%	-18%	5%	7%	.
COc1ccc(/C=C2\Sc3ccc(C(=O)NCC4CCCO4)cc3N(C)C2=O)cc1 (stereo not drawn)	0%	3%	6%	8%	-3	21%	11%	0%	7%	14%
CC1CC(C)CN(CCCNC(=O)C2CCC(=O)N2C2CCCC2)C1 (stereo not drawn)	-5%	-5%	-5%	2%	21	-1%	0%	5%	5%	-1%
O=C(NCc1ccco1)c1ccccc1-c1ccc(C(F)(F)F)cc1	-1%	1%	2%	8%	28	9%	-20%	2%	0%	-8%
CC(C)CC(=O)N1CCN(c2ccc([N+](=O)[O-])cc2Cl)CC1	-5%	-6%	0%	-25%	-7	22%	-35%[inhibitor]	-5%	1%[46.1 µM]	?
NC(=O)COC(=O)c1ccc2c(c1)S(=O)(=O)c1ccccc1C2=O	-1%	-3%	2%	-5%	-3	11%	-11%	5%	9%	?
CC1CCCCN1CCCNC(=O)CN1C(=O)c2cccnc2Oc2ccc(Cl)cc21 (stereo not drawn)	-4%	-7%	-17%	.	23	1%	18%	1%	1%	-8%
Cc1ccc(NC(=O)CSc2nnc(CN3CCOCC3)n2-c2ccccc2)cc1	-8%	-2%	9%	-8%	5	0%	-28%	-2%	7%[46.1 µM]	6%
Cc1cc(C)c2c(-n3cccc3)n[nH]c2n1	-9%	6%	0%	11%	-3	-1%	0%	3%	1%	-5%
CC(C)CC(=O)Nc1cccc(C(C)O)c1 (stereo not drawn)	.	1%	8%	15%	-1	1%	.	.	.	-6%
CCOC(=O)c1sc(NC(=O)c2cc(S(=O)(=O)N3CCOCC3)ccc2C)nc1C	-1%	-8%	-1%	7%	0	1%	-10%	-8%	4%	-4%
O=C(CNC(=O)c1ccc(Br)o1)Nc1ccc(F)c(S(=O)(=O)N2CCOCC2)c1	1%	2%	.	.	-4	1%	12%	4%	1%	.
O=C(O)c1ccc(NCc2cccnc2)c([N+](=O)[O-])c1	-8%	-1%	-6%	16%	-11	1%	?	3%	.	?
Cc1onc(-c2ccccc2Cl)c1C(=O)NC(=S)Nc1ccc(C(C)(C)C)cc1	2%	1%	-5%	.	-47	1%	3%	-2%	-5%	5%
Cn1c(SCC(=O)Nc2ncc(C(F)(F)F)cc2Cl)nnc1-c1ccc(Cl)cc1	0%	-2%	-4%	2%	-4	-8%	-2%	0%	-7%[46.1 µM]	63%[activator]
COc1ccc(C(=O)Nc2ccc(S(=O)(=O)NCc3ccco3)cc2)cc1OC	-4%	6%	2%	?	2	2%	-6%	2%	-2%	2%
COc1ccc2oc(=N)c(C(=O)Nc3ccc(Cl)cc3)cc2c1	-2%	6%	12%	5%	-2	6%	-24%	16%	-2%	7%
CC(CNC(=O)COC(=O)c1cccs1)c1ccccc1 (stereo not drawn)	2%	7%	.	.	1	6%	16%	6%	1%	.
O=c1[nH]c(=O)n(Cc2ccco2)c2c1C(C(F)(F)F)(C(F)(F)F)N=C(c1ccco1)N2	-13%	3%	-7%	5%	-6	2%	-5%	8%	-4%	-2%
C=CCN1C=CC(=CC=C(C#N)C#N)C=C1	?	12%	?	.	-8	-3%	-2%	-12%	13%	?
COCCn1c(C)cc(C(=O)CSc2nnc(C3CC3)n2C2CC2)c1C	-1%	-16%	.	.	-9	-3%	-34%	2%	3%	.
COc1cccc(N/N=C(\C#N)S(=O)(=O)C(C)(C)C)c1	0%	1%	3%	13%	-5	5%	12%	-6%	-14%	-9%
CC(=O)N1c2ccccc2NC2=C(C(=O)CC(C)(C)C2)C1c1cccn1C (stereo not drawn)	0%	-3%	-2%	29%	-6	-5%	-2%	1%	-3%	9%
Nc1nc(NC(=O)c2cccc(S(=O)(=O)N3CCCCCC3)c2)nc(-c2ccccc2)n1	0%	-5%	-5%	12%	-14	-9%	8%	-1%	-6%	-4%
Nc1o[nH]c(=O)c1Cc1ccccc1	-4%	-1%	-2%	-8%	3	-2%	6%	7%	10%	-3%
COc1cc(OC)c(-c2nn3c(-c4ccco4)nnc3s2)cc1OC	0%	8%	2%	?	-19	15%	?	214%[activator]	-1%	7%
Clc1ccc(OCc2nnc(SCc3nc4ccccc4[nH]3)n2Cc2ccco2)cc1	-1%	2%	7%	16%	-25	14%	13%	-7%	3%	2%
CC1CN(C(=O)C(C)Sc2nc3ccccc3s2)CC(C)O1 (stereo not drawn)	-5%	11%	-2%	1%	-6	7%	4%	3%	2%	-3%
CCN(c1ccccc1)S(=O)(=O)c1ccc(Cl)c(C(=O)OCC(=O)NC(=O)C(C)C)c1	-1%	-5%	-1%	0%	1	0%	9%	3%	-6%	-5%
CCc1ccc(Nc2n[n+](-c3ccccc3)c(-c3cc(OC)c(OC)cc3Br)s2)cc1	0%	-1%	13%	?	14	-4%	10%	-1%	-4%	25%
CC1=NN(C(=O)c2ccccc2Br)C(O)(c2ccc(Cl)cc2)C1 (stereo not drawn)	-4%	2%	-4%	11%	-10	2%	-27%	-5%	-1%	-2%
CCOc1cc(C2NC(=S)NC(C)=C2C(=O)Nc2ccc(OC)cc2)ccc1O (stereo not drawn)	-4%	13%	-3%	6%	-2	2%	3%	-5%	1%[46.1 µM]	7%
COc1cccc(C(=O)Nc2cccc(C(=O)NCC(C)C)c2)c1	-2%	-3%	5%	2%	-1	-7%	0%	0%	-7%[46.1 µM]	.
